Compound activity: PubChem, Sanford-Burnham Center for Chemical Genomics
EBI2 block: EBI2 receptor antagonists, beta-arrestin recruitment, primary screen, cell-based, luminescence, 7a,25-OHC stimulation, uHTS | G-protein coupled receptor 183 (Homo sapiens), P32249 | 7a,25-OHC stimulated | inhibition, % at 5 µM | 360,000 compounds, 0.81% hits; in the data active = inhibition above about 38%;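 note: enzyme fragment complementation signal reports receptor beta-arrestin coupling in cells; 0% = agonist plus DMSO wells and 100% = wells without agonist; some results beyond the cut were filed as inactive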
Gli-Sufu antag: Gli-Sufu pathway antagonists, primary screen, luciferase luminescence, Sufu-KO-LIGHT cells, uHTS; Sufu-KO-LIGHT fibroblasts, Gli luciferase reporter luminescence; inhibition, % at 5 µM; 340,000 compounds, 0.74% hits; AID 588413, 2011;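 active = inhibition above about 55%, limit read from the data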;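 note: 0% = DMSO-treated cells and 100% = wells with medium but no cells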
UBC13 polyUb: UBC13 polyubiquitin chain formation inhibitors, primary screen, biochemical, TR-FRET, uHTS | inhibition, % at 20 µM | Ubiquitin-conjugating enzyme E2 N (Homo sapiens), P61088 | 330,000 compounds, 0.47% hits; in the data active = inhibition above about 45%, passing the limit was not always enough; inconclusive = no clear call, values can overlap the other calls
Target sequence (P61088 whole entry, looked up): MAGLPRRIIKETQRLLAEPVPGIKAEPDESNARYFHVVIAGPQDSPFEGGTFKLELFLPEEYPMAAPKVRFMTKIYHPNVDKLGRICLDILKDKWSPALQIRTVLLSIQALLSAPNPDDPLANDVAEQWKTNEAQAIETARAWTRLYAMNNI
CXCR6 inh: CXCR6 receptor inhibitors, primary screen, cell-based, beta-arrestin, luminescence, CHO-K1 PathHunter, 1536-well. C-X-C chemokine receptor type 6 (Homo sapiens), O00574. inhibition, % at 20 µM. 360,000 compounds, 0.36% hits. AID 602244, 2012; in the data active = inhibition above about 34%, passing the limit was not always enough;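 note: antagonist mode with CXCL16 agonist at 10 nM final; 0% = 10 nM CXCL16 with DMSO and 100% = unstimulated wells without agonist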
Target sequence (O00574 whole entry, looked up): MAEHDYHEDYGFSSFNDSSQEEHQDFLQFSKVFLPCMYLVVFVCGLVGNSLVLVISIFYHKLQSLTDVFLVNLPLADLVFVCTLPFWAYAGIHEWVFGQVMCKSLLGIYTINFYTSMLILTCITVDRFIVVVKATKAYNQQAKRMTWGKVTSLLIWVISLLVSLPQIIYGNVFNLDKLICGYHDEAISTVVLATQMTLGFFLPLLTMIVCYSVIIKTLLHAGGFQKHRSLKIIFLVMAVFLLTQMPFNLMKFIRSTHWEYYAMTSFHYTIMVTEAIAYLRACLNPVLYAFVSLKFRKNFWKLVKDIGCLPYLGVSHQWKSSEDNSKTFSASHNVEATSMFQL
APJ agonist: agonists of human apelin receptor APJ, primary screen, CHO-K1 cells, PathHunter beta-arrestin, luminescence. P35414. 0% DMSO wells, 100% apelin. activation, % at 20 µM. 330,000 compounds, 0.11% hits. AID 2520, 2010;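 active = activation more than six SD over the plate average, tested at 20 µM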;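 note: 0% = DMSO alone and 100% = apelin-13 at 10 nM; some results filed as inactive read as strong as hits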
Target sequence (P35414 whole entry, looked up): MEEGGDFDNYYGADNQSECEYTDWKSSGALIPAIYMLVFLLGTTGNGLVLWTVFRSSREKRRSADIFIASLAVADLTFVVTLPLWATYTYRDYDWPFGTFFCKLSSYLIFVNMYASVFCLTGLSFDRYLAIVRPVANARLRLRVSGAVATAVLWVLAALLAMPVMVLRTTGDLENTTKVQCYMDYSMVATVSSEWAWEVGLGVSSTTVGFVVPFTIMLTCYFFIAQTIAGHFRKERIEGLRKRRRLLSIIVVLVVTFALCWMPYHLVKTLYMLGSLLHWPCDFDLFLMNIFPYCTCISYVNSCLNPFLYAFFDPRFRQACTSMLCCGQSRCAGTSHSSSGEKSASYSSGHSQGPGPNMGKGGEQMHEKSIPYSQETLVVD
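system = engineered CHO-K1 APJ arrestin reporter cells | input = 1000 cells per well | timing = overnight seeding, 90 min compound at 25 °C, 1 h detection | measured by = enzyme-fragment complementation luminescence | read-out = beta-arrestin recruitment to APJ as agonist activity, luminescent signal | control set = negative DMSO alone, positive Apelin-13 at 10 nM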
CCR6 antag: CCR6 receptor antagonists, primary screen, cell-based, CHO-K1, luminescence, beta-arrestin, uHTS | CHO-K1 CCR6 PathHunter beta-arrestin, CCL20-stimulated | C-C chemokine receptor type 6 (Homo sapiens), P51684 | inhibition, % at 20 µM | 340,000 compounds, 0.49% hits;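 active = compounds whose inhibition of the agonist-driven luminescence signal at 20 µM reaches about 50%, limit read from the data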;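 note: cells stimulated with CCL20 at 14 nM final; plate controls were DMSO with CCL20 for no effect and DMSO without agonist for full effect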
APJ antagonist: antagonists of human apelin receptor APJ, primary screen, CHO-K1 cells, beta-arrestin complementation, luminescence | P35414 | inhibition, % at 20 µM | 330,000 compounds, 0.32% hits | AID 2521, 2010;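 active = inhibition above about 40% at 20 µM, limit read from the data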;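 note: cells challenged with 10 nM apelin-13 agonist together with compound; plate controls were apelin-13 plus DMSO wells for no effect and DMSO wells lacking apelin-13 for full effect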
ATG4B inhibitor: ATG4B protease inhibitors, primary screen, biochemical, fluorescence, uHTS. Cysteine protease ATG4B (Homo sapiens), Q9Y4P1. ATG4B cleavage of LC3-PLA2, NBD-HPC fluorescence, 1 h. inhibition, % at 8.33 µM. 340,000 compounds, 0.51% hits. AID 504462, 2011; in the data active = inhibition above about 40%
The depositor's hits bear a star; ? = inconclusive; / = no result given.

SMILES	APJ antagonist	UBC13 polyUb	CXCR6 inh	EBI2 block	Gli-Sufu antag	ATG4B inhibitor	APJ agonist	CCR6 antag
COc1ccc2[nH]cc(/C=C/C(=O)c3ccccc3)c2c1	4	20	4	17	-45	-15	-1	0
Nc1ccn(CC(=O)NCCNc2ccc([N+](=O)[O-])cn2)c(=O)n1	13	-24	-1	-15	-8	4	-1	6
CC(C)(C)NC(=O)CN(CCN1CCOCC1)C(=O)CNS(=O)(=O)c1ccc(Cl)cc1	0	0	-13	-1	33	-9	-1	4
O=C(CC1C(=O)NCCN1C(=O)Nc1ccc(Cl)cc1)Nc1ccc(F)cc1 (configuration not stated)	-6	8	2	-15	11	-6	-5	2
Cc1c(Cl)cnc(NC(=O)COC(=O)C2CC2)c1Cl	-2	-13	2	0	0	-13	-1	-4
C[C@H](CO)N1C[C@H](C)[C@@H](CN(C)S(=O)(=O)c2ccc(F)cc2)Oc2c(NC(=O)CCC(F)(F)F)cccc2C1=O	8	-6	-4	-7	24	-5	-4	-6
O=C(CN(c1ccccc1)S(=O)(=O)c1ccccc1[N+](=O)[O-])Nc1ccccc1C(=O)N1CCOCC1	0	-4	0	2	5	0	-1	9
CC(C)CC(=O)NC(=S)NNC(=O)c1cccc([N+](=O)[O-])c1	18	-4	13	8	-5	-5	-4	4
COC(=O)c1ccc(Cl)c(NC(=O)CN2CCN(C)CC2)c1	-14	11	7	1	-3	-4	-2	-4
CCN(CC(=O)Nc1ccccc1OC)C(=O)CC1CC2CCC1C2 (configuration not stated)	-10	4	-5	-5	-4	-1	0	6
COC(=O)C1CC(=O)N(CCc2c[nH]c3ccccc23)C1 (configuration not stated)	9	3	-4	-2	2	-8	3	-14
Cc1cccc(-n2c(O)c(C=NCc3ccccn3)c3ccccc3c2=O)c1	-31	-10	-2	2	-10	-7	-4	12
COC(=O)c1cc2oc3ccccc3c2n1Cc1ccccn1	3	3	3	-3	20	20	-3	9
COc1ccc(S(=O)(=O)NN(C)C(=O)c2nn(-c3ccccc3)ccc2=O)cc1	-22	1	-2	-5	3	2	-2	11
Cc1ccc(NC(=O)Cc2nnc(SCC(=O)Nc3ccc(N4CCOCC4)cc3)n2C)cc1	32	0	-8	-8	-14	1	-1	5
CC1=C(C(=O)OCc2ccccc2)C(c2ccc(C)o2)C2=C(CCCC2=O)N1 (configuration not stated)	4	9	6	-5	4	14	-2	14
O=[N+]([O-])c1ccc(Cl)c(S(=O)(=O)n2ccnc2)c1	-18	-2	4	-5	1	-5	2	-1
Cn1c(SCCc2ccc([N+](=O)[O-])cc2)nccc1=O	-7	?	2	-11	2	-2	-3	7
C/C(=C\c1ccccc1F)C(=O)c1c(C)cc(C)[nH]c1=O	-41	6	6	2	6	4	-3	10
Cc1cnc(C(=O)NCC(c2ccccc2)c2ccccc2)cn1	0	-7	6	-1	6	3	-3	17
COc1ccc(NC(=O)C(CCSC)NC(N)=O)cc1NS(=O)(=O)c1ccc(F)cc1 (configuration not stated)	-8	0	-1	-15	-6	2	-1	4
CC(=O)N1CCC(CCCC2CCN(C(C)=O)CC2)CC1	-13	4	1	4	-3	-5	-3	-2
CSc1ncccc1C(=O)Nc1ccc2nc(C)sc2c1	15	-4	-2	0	-16	-1	-4	15
CCC(=O)N1c2ccccc2NC2=C(C(=O)CCC2)C1c1ccccc1 (configuration not stated)	7	2	-8	-3	4	4	0	-4
CC(C)(C)NC(=O)C(=O)NC(=O)c1c(F)cccc1Cl	7	3	5	-4	-2	3	0	4
Cn1c(CSc2nnc(SCc3ccccc3)s2)nc2ccccc21	11	-2	-5	14	1	-5	-7	5
O=C(N[C@@H](Cc1ccccc1)C(=O)O)c1cccs1	10	-5	-6	-1	-1	-5	-4	-3
Nn1c(COc2ccc(Cl)cc2)nc2ccccc2c1=O	-2	-10	1	1	-46	-6	-2	18
COc1cccc(CC(=S)N2CCOCC2)c1	/	/	-5	-9	-4	10	/	0
Cc1nc(NC(=O)CCCC(=O)Nc2nc(C)c(C)s2)sc1C	13	4	-4	6	30	-6	-4	7
CC(C)CNC(=O)c1cccc(NC(=O)c2ccc3c(c2)C(=O)N(C)C3=O)c1	11	-4	1	-2	3	2	0	-1
CSc1nnc2ccc(-c3ccccn3)nn12	10	-11	8	-1	7	-4	-3	1
CCOC(=O)N1CCN(S(=O)(=O)c2ccc(-n3cnnn3)cc2)CC1	4	-9	-4	3	-9	-8	3	7
Cc1ccc(N2C(=O)C3CC3C2=O)cc1 (configuration not stated)	15	8	-8	-4	6	-8	-2	-6
COc1ccccc1NC(=O)CSc1nnc(CCNC(=O)c2ccc(C)cc2)n1C	-10	-8	4	-10	-12	-8	-2	12
Cc1cc(C)n(C(=O)/C=C/c2cccs2)n1	-5	-4	-4	-8	-7	-1	0	10
CC(=O)n1c(Cl)c(NC(=O)CCl)c2ccccc21	22	-1	-1	0	-4	-2	3	12
COCC(=O)N1CCC(Oc2ccc(C(=O)NC3Cc4ccccc4C3)cc2)CC1	4	-3	5	0	19	8	-4	6
O=[N+]([O-])c1ccc2c(c1)[nH]c(=S)n2-c1ccccc1	11	-14	0	-7	3	9	-5	10
COc1cc2c(cc1OC)CN(C(=O)CSc1nc(N)c(C#N)cc1C#N)CC2	6	6	46*	-3	4	-8	-3	-16
COc1ccc(N2CCN(C(=O)CCC(=O)NNc3nc4ccccc4c4nc(C)nn34)CC2)cc1	-23	-11	1	-9	5	0	1	9
Cc1ccc2nc(C)cc(C(=O)NC3CCCCCC3)c2c1	4	-1	2	6	11	-1	-2	1
CC(=O)c1c(C)oc2ccc(O)c(CN3CCOCC3)c12	-2	5	6	-2	-1	-5	-3	1
CCc1nc2ccccc2n1CC(=O)OCC(=O)N(CC(C)C)c1c(N)n(Cc2ccccc2)c(=O)[nH]c1=O	15	-2	-1	2	-1	-8	-5	0
N#Cc1cccc(NC(=O)CSc2cccc[n+]2[O-])c1	0	-23	-4	11	-2	4	-3	6
CCC(=O)NCCc1c[nH]c2ccccc12	6	6	-8	-6	3	-8	-1	17
CCOC(=O)c1c(C)nc(-c2ccccc2)nc1NC(C)=O	9	-1	2	-10	-38	-5	2	4
Cc1ccccc1/C=C/c1cc[n+](C)cc1	3	-5	-5	-13	6	1	-3	3
Cc1ccc(NC(=O)CCNS(=O)(=O)c2ccc3[nH]c(=O)oc3c2)cc1N(C)C	4	-6	0	-4	4	-3	2	15
O=C(C1=C(O)C(=O)N(CCCN2CCOCC2)C1c1ccc(Cl)cc1)c1cc2ccccc2o1 (configuration not stated)	13	-27	/	/	0	-6	-9	11

Other compounds:
SMILES	APJ antagonist	UBC13 polyUb	CXCR6 inh	EBI2 block	Gli-Sufu antag	ATG4B inhibitor	APJ agonist	CCR6 antag
O=C1NCCSC1c1ccccc1 (configuration not stated)	0	8	-1	4	1	0	-7	4
CCOC(=O)c1cc(NC(=O)N(C(C)C)C2CCCCC2)c(C)nc1C	7	5	-7	-5	-3	3	-5	12
O=C(c1ccc(-c2ccccc2)cc1)N1CCN(c2ccccc2F)CC1	9	-1	20	22	1	3	-1	5
Cc1nnc(NC(=O)CSC2=NN3CCCC(=O)N=C3S2)s1	11	-4	-5	-7	2	-7	-3	-4
COCCCNC(=S)N/N=C/c1ccc(OC)c(Br)c1	-5	0	-1	-6	-6	-9	-2	8
COC(=O)c1sc(NC(=O)COc2ccc(OC)cc2)nc1C	6	2	10	4	-8	-8	-3	5
CC(=O)Nc1cccc(-c2nnc(-c3ccccc3)o2)c1	-6	3	-9	-1	-58	-6	0	1
Cc1nnsc1Sc1ccccc1C(=O)O	7	4	3	-8	1	-1	-3	-6
N=c1c(S(=O)(=O)c2ccc(Cl)cc2)cc2c(=O)n3ccccc3nc2n1Cc1ccco1	7	-4	9	12	-10	10	-1	15
CCOC(=O)C1CCCN(C(=O)C2CCN(S(=O)(=O)c3ccc4ccccc4c3)CC2)C1 (configuration not stated)	-7	9	-4	2	13	5	-6	4
Cc1ccc(-c2csc3nc[nH]c(=O)c23)c(C)c1	16	4	-7	1	-15	8	-3	11
COc1cc(NC(=O)COc2ccc(-n3cnnn3)cc2)c(OC)cc1Cl	-6	2	0	1	4	3	-3	11
COc1ccccc1C(=O)n1nc(-c2cccnc2)nc1N	5	-2	3	-5	4	0	-2	-14
O=C(NC(=S)Nc1ccccc1[N+](=O)[O-])c1ccccc1	17	-5	9	-2	-17	4	-4	33
Cc1nnc(NC(=O)CCN2C(=O)/C(=C\c3ccccc3)SC2=S)s1	3	-2	-14	-2	12	-2	-2	1
CCN1C(=O)c2cccc3c(S(=O)(=O)N(C(=O)c4cccnc4)c4ccc(OC)cc4)ccc1c23	-27	3	-2	-8	24	-4	2	7
FC(F)(F)c1ccc(NC2=NCCC2)cc1	7	-10	0	3	-2	1	1	9
COC(=O)c1c(NC(=O)Cc2ccccc2)sc2c1CCN(C(C)C)C2	-1	-7	0	1	6	-13	-5	7
CCCS(=O)(=O)N1CCCC(C(=O)N2CCOCC2)C1 (configuration not stated)	4	5	7	-10	3	-9	-3	7
CCn1cc([N+](=O)[O-])c(C(=O)Nc2ccc(Br)cn2)n1	-5	-11	-2	-1	-9	-3	-1	9
C=CCOC(=O)C(C#N)c1nc2ccccc2nc1N1CCC(C(=O)OCC)CC1 (configuration not stated)	8	5	15	10	3	-6	-6	23
Cc1cc(Cl)ccc1OCC(=O)OCC(=O)Nc1ccc(F)c([N+](=O)[O-])c1	/	/	-8	2	-7	25	/	9
NNC(=S)Nc1cccc(Cl)c1	13	8	11	-16	-4	-4	-5	10
CCN(CC)S(=O)(=O)c1ccc(N2Cc3ccccc3C2=N)cc1	-14	9	1	-3	7	-4	-3	10
O=[N+]([O-])c1cc(N=Nc2ccc3ccccc3c2)ccc1O	/	/	36	17	-22	7	/	32
CC(=O)c1c(C)[nH]c(C(=O)OCC(=O)NCCc2ccc(F)cc2)c1C	9	-7	-4	-2	6	-13	7	6
O=C(COC(=O)c1ccncc1)Nc1ccccc1	-32	-10	3	-5	1	0	-7	6
CCc1ccc(CN(C)C(=O)c2cc(S(=O)(=O)N3CCOCC3)ccc2N2CCCC2)cc1	-45	2	-18	4	14	-17	1	2
Cc1ccccc1S(=O)(=O)Nc1nc2ccccc2nc1N1CCOCC1	0	-21	-6	-1	2	0	-3	18
Cc1nnc2n(-c3ccccc3)c(=O)c3c4c(sc3n12)COC(C(C)C)C4 (configuration not stated)	7	1	6	-15	-2	3	-2	-2
O=C(O)c1nn2c(c1Br)NC(c1ccccc1)CC2C(F)(F)F (configuration not stated)	25	0	0	0	-8	5	-1	-6
O=Cc1cc2ccccc2nc1SCc1ccc(Cl)c(Cl)c1	9	5	8	-16	36	5	-5	-1
COc1ccc(-n2c(COc3ccc(C)cc3)nnc2SCC(=O)O)cc1	6	-3	-6	5	-8	2	-3	7
